Assay outcomes as filed in PubChem BioAssay.
aDG glyco up: increases alpha dystroglycan glycosylation. activation, % at 10 µM. AID 624168. Pro5-aDG cells, alpha-DG glycosylation AlphaScreen (IIH6); 0% Pro5, 100% B10-LARGE cell signal. 360,000 compounds, 0.22% hits;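 active = activation of at least 8% versus controls, or a plate z-score of at least 8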;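 also: Pro5 are CHO cells carrying HIG-tagged alpha-DG that lacks glycosylation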
hiPSC survival: hiPSC single-cell survival enhancement | 360,000 compounds, 0.044% hits | ATPlite luminescence; 100% = ROCK inhibitor wells, 0% = DMSO | survival enhancement, % at 20 µM; in the data active = survival enhancement above about 18%;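 also: cells exposed to compounds for 16 hours before the ATP read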
Granule exo inh: lytic granule exocytosis inhibition; 360,000 compounds, 0.66% hits; TALL-104 LAMP-1 surface exposure, flow cytometry; cells stimulated with thapsigargin and PMA; inhibition, % at 10 µM; AID 651702;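 active = inhibition above about 55%, limit read from the data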
H9c2 protect: protects H9c2 cardiomyocytes from peroxide injury; 360,000 compounds, 0.63% hits; H2O2 injury protection, ATPLite, 2 h; protection from H2O2 cell death, % at 20 µM; AID 588492;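 active = compounds giving at least 50% protection of heart cells from peroxide-induced death in the single-dose screen, raw or plate-pattern-corrected value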;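 also: 0% = DMSO wells with peroxide and 100% = DMSO wells without peroxide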
PDI inh: PDI (human) enzyme inhibition; 350,000 compounds, 0.052% hits; P07237; PDI insulin aggregation turbidity, A650, 90 min; inhibition, % at 10 µM;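 active = mean inhibition across replicates of 30% or more, whatever share of single replicates reach that level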;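 also: absorbance from insulin aggregation driven by PDI reduction with DTT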
Target sequence (P07237 whole entry, looked up): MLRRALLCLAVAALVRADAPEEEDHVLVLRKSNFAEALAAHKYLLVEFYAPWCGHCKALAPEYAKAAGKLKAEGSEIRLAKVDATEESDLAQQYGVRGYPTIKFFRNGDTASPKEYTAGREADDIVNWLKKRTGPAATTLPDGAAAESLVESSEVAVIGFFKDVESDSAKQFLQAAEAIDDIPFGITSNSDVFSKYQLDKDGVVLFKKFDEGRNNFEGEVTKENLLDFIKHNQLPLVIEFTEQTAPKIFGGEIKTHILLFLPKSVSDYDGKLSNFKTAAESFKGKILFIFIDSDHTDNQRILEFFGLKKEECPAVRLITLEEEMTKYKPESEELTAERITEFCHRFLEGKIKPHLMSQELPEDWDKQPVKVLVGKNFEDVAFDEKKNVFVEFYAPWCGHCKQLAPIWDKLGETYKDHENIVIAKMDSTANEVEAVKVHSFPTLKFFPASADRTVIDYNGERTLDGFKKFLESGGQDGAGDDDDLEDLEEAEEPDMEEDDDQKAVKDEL
HTR2A ag: mouse HTR2A agonism via beta-arrestin recruitment; P35363; CHO-K1 mHTR2A beta-arrestin complementation, luminescence; percent of 30 µM serotonin response; activation, % at 7.6 µM; 360,000 compounds, 0.66% hits; AID 624169;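 active = activation above a run cutoff, the mean activation of all tested compounds plus 3 SD, cut at about 14% in these data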;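 also: 0% = plate median of compound wells and 100% = 30 µM serotonin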
Target sequence (P35363 whole entry, looked up): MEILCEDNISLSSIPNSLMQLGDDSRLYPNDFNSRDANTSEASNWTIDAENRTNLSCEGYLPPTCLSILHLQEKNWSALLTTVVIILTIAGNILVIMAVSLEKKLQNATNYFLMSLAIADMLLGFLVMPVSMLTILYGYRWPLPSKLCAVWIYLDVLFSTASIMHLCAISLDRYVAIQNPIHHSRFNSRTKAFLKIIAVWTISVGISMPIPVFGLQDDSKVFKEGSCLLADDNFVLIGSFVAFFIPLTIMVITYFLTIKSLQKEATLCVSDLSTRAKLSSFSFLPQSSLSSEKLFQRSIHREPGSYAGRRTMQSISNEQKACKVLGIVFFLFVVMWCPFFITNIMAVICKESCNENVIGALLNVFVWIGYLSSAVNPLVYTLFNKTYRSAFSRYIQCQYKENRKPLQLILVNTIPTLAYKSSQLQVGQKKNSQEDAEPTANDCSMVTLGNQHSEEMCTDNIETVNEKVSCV
CaV13 ICDI inh: Disruptors of the CACNA1D IQ motif to Ca2+-dependent inactivation inhibitor domain association, primary screening, Förster resonance energy transfer in intact living …; HEK cells, CFP/YFP FRET ICDI-IQ, plate reader, 10 min; percent FRET-ratio fall versus neutral wells; inhibition, % at 12.3 µM; 340,000 compounds, 0.098% hits; AID 743397;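 active = mean replicate inhibition of at least 30% and at least 1% of replicates passing that level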;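 also: 0% = median of the neutral control wells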
ABCB6 inh 2: human ABCB6 transporter inhibition | K562-ABCB6 porphyrin accumulation, flow cytometry, 1 h; hits give low values | AID 602162 | 360,000 compounds, 0.19% hits | fluorescence ratio to DMSO, % at 10 µM;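 active = fluorescence ratio to DMSO below 75%, the collection mean minus 3 SD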;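 also: signal is porphyrin accumulated inside mitochondria; 100% equals median channel fluorescence of DMSO control wells; lower ratio means ABCB6 inhibition with less porphyrin fluorescence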
Vif inh: HIV Vif inhibition. HEK293T cells, Vif self-association by quenched fluorescence, imaging, 24 h. inhibition, % at 7.49 µM. 340,000 compounds, 0.35% hits; in the data active = inhibition above about 50%, passing the limit was not always enough; also: some results filed as inactive read as strong as hits
Glyco luc inh: N-linked glycosylation inhibition; D54 ERlucT glycosylation luciferase reporter, 24 h; percent of 100 nM tunicamycin response; reporter increase, % at 12.5 µM; 360,000 compounds, 0.23% hits;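 active = mean luciferase reporter signal, scaled so untreated is 0 and the glycosylation-blocking control 100, at or above a set limit in every replicate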;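 also: luciferase carries N-glycosylation sites so blocking glycosylation raises the light; 0% = median of neutral control wells and 100% = median of 100 nM tunicamycin wells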
* = called active by the depositor; / = not tested or not shown.

SMILES	aDG glyco up	hiPSC survival	Granule exo inh	H9c2 protect	PDI inh	HTR2A ag	CaV13 ICDI inh	ABCB6 inh 2	Vif inh	Glyco luc inh
O=C(Cn1nnc(-c2ccccc2Cl)n1)N/N=C/c1ccc(-c2cccc(Cl)c2)o1	-0.2	4.1	-1	18	5	6	-9	92	-1	-1
Cc1cc(C)nc(N/C(=N\S(=O)(=O)Cc2ccccc2)Nc2ccc(F)c(Cl)c2)n1	0.0	7.9	4	-3	0	2	-4	105	/	-6
NC(c1csc(NC(=O)Nc2ccccc2Cl)n1)C1CCCCC1 (configuration not stated)	-0.6	-4.5	4	-10	7	1	-12	98	-5	-6
NC(=O)c1ccc(-c2noc(-c3cccc(Cl)c3)n2)cc1	-0.1	2.6	-4	-5	-6	1	-5	97	-6	3
CC1=C(C(=O)OCc2ccccc2)C(c2ccc(C#N)cc2)NC(=O)N1CCCC(=O)O (configuration not stated)	-0.1	1.5	-1	12	-2	4	-12	95	5	2
CCC(C)(C)NC(=O)C(c1ccccc1)N(Cc1cccnc1)C(=O)c1csnn1 (configuration not stated)	-0.1	-0.4	-5	3	1	0	-4	99	-1	0
O=C1CC(=Nc2ccccc2)NN1c1ccccc1	-0.2	-2.3	0	-8	-8	-5	-4	98	-6	-2
CCCCS(=O)CC(O)COCC (configuration not stated)	-0.1	1.8	-2	2	1	3	-7	97	5	1
NC(=O)C1=C[C@H](c2ccc(C(F)(F)F)cc2)C[C@H](OCc2ccc(CO)cc2)O1	0.3	-2.4	4	-2	2	1	-6	100	-6	0
CC(C)Cn1c(=O)c(C(=O)NCc2ccc3c(c2)OCO3)c(O)c2ccccc21	-0.1	0.4	2	48	12	7	-4	94	8	0

3 structures from above, sorted by heavy-atom count, smallest number first:
SMILES	aDG glyco up	hiPSC survival	Granule exo inh	H9c2 protect	PDI inh	HTR2A ag	CaV13 ICDI inh	ABCB6 inh 2	Vif inh	Glyco luc inh
NC(c1csc(NC(=O)Nc2ccccc2Cl)n1)C1CCCCC1 (configuration not stated)	-0.6	-4.5	4	-10	7	1	-12	98	-5	-6
NC(=O)C1=C[C@H](c2ccc(C(F)(F)F)cc2)C[C@H](OCc2ccc(CO)cc2)O1	0.3	-2.4	4	-2	2	1	-6	100	-6	0
O=C(Cn1nnc(-c2ccccc2Cl)n1)N/N=C/c1ccc(-c2cccc(Cl)c2)o1	-0.2	4.1	-1	18	5	6	-9	92	-1	-1

Given in CSV form: part of the list above.
mol,aDG glyco up,hiPSC survival,Granule exo inh,H9c2 protect,PDI inh,HTR2A ag,CaV13 ICDI inh,ABCB6 inh 2,Vif inh,Glyco luc inh
NC(=O)c1ccc(-c2noc(-c3cccc(Cl)c3)n2)cc1,-0.1,2.6,-4,-5,-6,1,-5,97,-6,3
CC1=C(C(=O)OCc2ccccc2)C(c2ccc(C#N)cc2)NC(=O)N1CCCC(=O)O (configuration not stated),-0.1,1.5,-1,12,-2,4,-12,95,5,2
CCC(C)(C)NC(=O)C(c1ccccc1)N(Cc1cccnc1)C(=O)c1csnn1 (configuration not stated),-0.1,-0.4,-5,3,1,0,-4,99,-1,0
O=C1CC(=Nc2ccccc2)NN1c1ccccc1,-0.2,-2.3,0,-8,-8,-5,-4,98,-6,-2
CCCCS(=O)CC(O)COCC (configuration not stated),-0.1,1.8,-2,2,1,3,-7,97,5,1
NC(=O)C1=C[C@H](c2ccc(C(F)(F)F)cc2)C[C@H](OCc2ccc(CO)cc2)O1,0.3,-2.4,4,-2,2,1,-6,100,-6,0

The listing picks up with the two entries that preceded the break.
SMILES	aDG glyco up	hiPSC survival	Granule exo inh	H9c2 protect	PDI inh	HTR2A ag	CaV13 ICDI inh	ABCB6 inh 2	Vif inh	Glyco luc inh
NC(=O)C1=C[C@H](c2ccc(C(F)(F)F)cc2)C[C@H](OCc2ccc(CO)cc2)O1	0.3	-2.4	4	-2	2	1	-6	100	-6	0
CC(C)Cn1c(=O)c(C(=O)NCc2ccc3c(c2)OCO3)c(O)c2ccccc21	-0.1	0.4	2	48	12	7	-4	94	8	0
CC(=O)c1cccc(S(=O)(=O)N2CCC(c3nc4ccccc4[nH]3)CC2)c1	-0.1	-0.4	8	2	14	4	-4	91	7	2
O=C(CCC(=O)N/N=C/c1ccccc1O)NCc1ccccc1	0.0	0.6	6	42	-8	1	-7	100	3	0
NCc1ccccc1CS(=O)(=O)N1CCOCC1	0.1	0.9	-11	3	-7	0	-6	106	-7	-1
COc1ccc(C)cc1NC(=O)C1CCCCN1S(=O)(=O)c1ccccc1 (configuration not stated)	-0.1	-0.1	2	-6	-7	-4	-5	95	3	-1
O=C(CCCc1cccs1)Nc1nc(-c2ccc(F)cc2)cs1	1.1	-1.7	1	-7	4	-1	-4	103	-15	-1
O=C(CN(Cc1ccccc1)C(=O)CCC(=O)Nc1ccccn1)NCCc1ccccc1	0.0	0.6	18	8	-2	-2	-7	98	0	2
O=c1cc(NS(=O)(=O)c2ccccc2)nc(SCc2ccc(Cl)cc2)[nH]1	-0.3	0.3	8	0	-3	-6	-4	102	1	2
CC(=O)c1cccc(-c2ccc3c(c2)C(C)(Cc2ccc(S(C)(=O)=O)cc2)C(=O)N3)c1 (configuration not stated)	-0.3	-1.9	4	8	-6	7	-5	96	10	4
Cc1nn(CC(=O)N2CCN(c3ccccc3)CC2)c(=O)c2ccccc12	0.0	-0.4	-5	1	-1	1	-5	102	3	2
CN1CCN(C(=S)c2cn(Cc3ccc(Br)cc3)c3ccccc23)CC1	0.2	1.8	36	1	1	-9	-7	97	-4	-4
C=CCOc1c(Cl)cc(C(=S)N2CCCC2)cc1OCC	-0.1	0.1	31	7	-1	2	-21	97	-5	8
CCN(CC)c1ccc2cc(C(C)=O)c(=O)oc2c1	0.1	0.0	-3	3	-3	5	5	98	8	3
C=C(C)CN(CC)C(=O)CN1C(=O)NC(C)(c2ccc3ccccc3c2)C1=O (configuration not stated)	0.0	-0.5	-2	0	-2	4	-20	97	3	9
CCCn1nc(C(=O)NCc2ccc3c(c2)OCO3)c2ccccc2c1=O	0.0	0.6	-1	0	-4	-1	-2	95	-2	3
C=CCNc1nc(NCc2ccco2)nc(OCC)n1	0.7	-0.9	2	6	-2	-4	/	98	-12	0
COc1cc(OC)cc(C(=O)NC(=S)Nc2ccc3[nH]c(=O)[nH]c3c2)c1	1.0	-0.3	10	-1	-2	-8	-2	98	6	1
CN[C@H]1C[C@H]2c3[nH]c4ccc(-c5cccc(C)c5)cc4c3CCN2C[C@H]1[C@H](C)O	-0.7	-3.3	0	-36	7	1	-4	99	/	-2
Cc1ccccc1COC(=O)CN1C(=O)NC2(CCCC2)C1=O	-0.3	0.1	-1	-2	-9	4	-4	97	-1	0
O=C(NC(=S)Nc1cc([N+](=O)[O-])ccc1O)c1cccnc1	0.0	0.2	-8	-5	6	-5	-8	87	4	0
CCCNC(=O)CN(C)C(=O)c1n[nH]c2ccccc12	-0.1	-1.5	0	1	-7	1	-4	101	32	3
Cc1sc2ncn(CC(=O)NC3CCCCC3)c(=O)c2c1C	0.4	1.3	-1	0	1	-2	-21	100	-4	0
O=C(CCc1ccccc1)Nc1nc2n(n1)C(c1ccccc1)CC(=O)N2 (configuration not stated)	-0.3	-0.5	-7	1	-3	4	/	101	4	-2
C(=N\N1CCN(Cc2ccccc2)CC1)/c1cccnc1	0.3	0.6	-3	4	-3	-4	-8	99	14	-2
Cc1nc(SCC(=O)NCCc2ccccc2)n[nH]1	0.3	2.1	1	-2	-7	0	1	91	18	-1
O=C1C[C@@H]2c3c(cccc3CN1Cc1ccc(Br)cc1)C[C@@H](O)[C@H]2O	0.1	-1.5	0	-5	8	6	-9	100	2	-1
CCOc1ccc(NC(=O)C2(c3ccc(OC)c(OC)c3)CCCC2)cc1	0.1	-1.9	-6	1	-1	-3	-5	97	-5	1
COCCN(C(=O)COC(=O)Cc1cccc2ccccc12)c1c(N)n(Cc2ccccc2)c(=O)[nH]c1=O	0.0	-0.5	7	0	10	-2	-3	102	/	2
Cn1c(=O)c2c(nc(CN3CCN(C(=O)c4ccco4)CC3)n2Cc2ccccc2)n(C)c1=O	-0.1	-0.1	-4	8	-15	1	-3	95	-3	4
CCCn1c(N)c(C(=O)CSc2nncs2)c(=O)[nH]c1=O	0.0	-0.5	-2	3	5	-1	-5	102	-4	4
O=C(c1cccnc1)n1nc(-c2ccco2)nc1NCc1cccs1	0.0	-0.7	-3	-2	9	-1	2	98	-4	2
COc1ccccc1NC(=O)CN1C(=O)NC(CC(C)C)C1=O (configuration not stated)	-0.2	-0.4	-1	-1	-6	-3	-5	97	2	1
O=C(NCCc1ccccc1)c1ccccc1[N+](=O)[O-]	-0.1	-0.6	2	-2	0	-2	-3	99	-6	2
CCN(CC)C(=O)C1CCN(Cc2ccc(Br)cc2)CC1	0.0	-0.5	-2	4	5	2	-5	96	-20	2
CCCc1cc(=O)[nH]c(SCC(=O)c2cc(C)n(CCOC)c2C)n1	0.0	-0.7	0	5	-3	6	-8	94	9	1
O=C(CN1CCC(C(=O)c2ccc(Cl)cc2)CC1)NC1CCCC1	0.4	0.4	4	-7	5	1	-3	93	20	-7
O=C(O)c1cccc(NS(=O)(=O)c2ccc(NC(=O)c3ccco3)cc2)c1	0.0	-1.1	0	-4	-2	-4	-5	99	-3	1
CC1CN(CCOc2ccccc2C(C)C)CC(C)O1 (configuration not stated)	0.1	0.0	-2	-2	9	-4	-20	104	27	0
Cc1ccc(Cl)cc1NC(=O)CCS(=O)(=O)c1ccc2c(c1)n(C)c(=O)c(=O)n2C	-0.1	-1.4	-5	5	-1	-3	-17	106	-5	-2
CC(C)(C)OC(=O)C1=C(CO)CS[C@@H]2[C@H](NC(=O)Cc3ccccc3)C(=O)N12	-0.1	4.1	0	14	-10	-2	-4	89	3	1
CCOC(=O)c1c(C)[nH]c(C(=O)CSc2nc(C)cc(C)n2)c1C	0.3	-1.2	10	1	-7	-3	-6	102	-2	-2
O=C(Nc1nccs1)C1CCCN1S(=O)(=O)c1ccc(Cl)cc1 (configuration not stated)	-0.1	-0.7	2	3	-2	-4	-8	87	/	-2
COCCNC(=O)C1CCCN(C(=O)c2ccc(OC)c(F)c2)CC1 (configuration not stated)	-0.2	6.4	36	3	-3	-2	-11	97	-12	-1
CCN(CC)C(=O)c1[nH]cnc1C(=O)NCc1ccccc1	-0.1	1.4	-11	7	-7	6	-6	101	0	2
Cc1cc(C)nc(SCc2ccccc2C#N)n1	0.0	-2.2	-2	20	-2	0	-4	99	-9	-1
COc1ccc(CCC(=O)OCC(=O)c2cccc(OC)c2)cc1	0.1	-0.5	-3	0	2	1	-3	98	-7	1
